Pf gametocyte: inhibitors of late stage P. falciparum gametocyte viability | P. falciparum stage V gametocytes, ATP luminescence, 24 h | inhibition, % at 10.9 µM | 150,000 tested, 0.065% active;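 active = inhibition above the mean plus 3 SD of compounds within the control limits, set per campaign, cut at about 38% in these data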;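 also: 0% = DMSO wells and 100% = medium only without gametocytes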
Mcl1-Noxa inh: Mcl-1/Noxa interaction inhibition; Q07820; TR-FRET Mcl-1/Noxa peptide binding, 2 h; 220,000 tested, 1.5% active; inhibition, % at 21.7 µM;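 active = compounds that cut the protein-peptide binding signal by more than 50% relative to plate controls in a single-dose test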;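 also: His-tagged Mcl-1 with rhodamine Noxa BH3 peptide and terbium anti-His antibody; 0% = Mcl-1 plus Noxa peptide wells and 100% = peptide-only wells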
Target sequence (Q07820 whole entry, looked up): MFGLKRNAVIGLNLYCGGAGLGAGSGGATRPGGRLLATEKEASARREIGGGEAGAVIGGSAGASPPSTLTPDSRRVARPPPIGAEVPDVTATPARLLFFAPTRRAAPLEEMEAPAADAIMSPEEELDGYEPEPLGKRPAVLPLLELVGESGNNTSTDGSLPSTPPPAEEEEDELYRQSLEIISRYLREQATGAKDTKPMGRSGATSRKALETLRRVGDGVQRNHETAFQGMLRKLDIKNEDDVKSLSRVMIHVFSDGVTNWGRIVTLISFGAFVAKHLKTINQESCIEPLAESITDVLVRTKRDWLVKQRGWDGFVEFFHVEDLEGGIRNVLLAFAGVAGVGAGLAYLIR
Bim-Mcl-1: human Bim-Mcl-1 interaction inhibition; Bead-based flow cytometry, Bim peptide-Mcl-1 binding; inhibition, % at 10 µM; 190,000 tested, 0.1% active; in the data active = inhibition above about 40%;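 also: 0% = no compound tracer wells and 100% = peptide blocker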
ABCG2 block: human ABCG2 inhibition, ABCB1 as counter-screen | Q9UNQ0 | inhibition, % at 6.6 µM | IgMXP3 cells, JC-1 efflux, flow cytometry | 190,000 tested, 0.1% active;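 active = inhibition above 80%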;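 also: 0% = DMSO and 100% = nicardipine control wells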
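Test system: IgMXP3 (ABCG2) plus far-red-tagged CCRF-Adr (ABCB1) cells / Amount: 3 million cells/mL in well / Reagent: JC-1 transporter substrate / Timing: 10 min compound exposure, 25 °C / Signal: flow cytometry, 530 nm JC-1 signal / Read-out: percent efflux inhibition, scaled nicardipine 100% to DMSO 0% / Benchmarks: nicardipine as high control, DMSO as low control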
RGS8-Gao reg: modulates binding of RGS8 to human Galphao | AID 1423 | response (percent of control binding), % at 10 µM | 220,000 tested, 0.34% active | multiplexed bead flow cytometry; actives lie on both sides | P09471; in the data active = response below about 60% or above about 140%; inactive = in between;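 also: Galphao activated as the GDP aluminium fluoride complex binding bead-coupled RGS8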
Target sequence (P09471 whole entry, looked up): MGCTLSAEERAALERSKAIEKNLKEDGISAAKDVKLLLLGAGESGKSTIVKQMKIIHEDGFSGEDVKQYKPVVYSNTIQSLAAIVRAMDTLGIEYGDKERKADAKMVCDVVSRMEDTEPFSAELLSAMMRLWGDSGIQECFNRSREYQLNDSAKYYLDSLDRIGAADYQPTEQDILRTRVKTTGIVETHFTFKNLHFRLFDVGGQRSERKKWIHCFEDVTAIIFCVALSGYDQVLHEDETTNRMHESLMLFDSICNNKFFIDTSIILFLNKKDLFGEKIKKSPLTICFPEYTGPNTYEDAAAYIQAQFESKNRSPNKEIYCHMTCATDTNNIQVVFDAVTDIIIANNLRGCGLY
ABCB1 inh: blocks JC-1 efflux by human ABCB1 transporter. P08183. CCRF-Adr cells, flow cytometry. inhibition, % at 6.6 µM. 190,000 tested, 0.067% active; in the data active = inhibition above about 40%;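 also: 0% = vehicle and 100% = reference inhibitor; higher value means more JC-1 retained so stronger ABCB1 efflux block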
RGS4-Gao reg: modulates binding of RGS4 to human Galphao; P09471; Multiplexed bead flow cytometry; actives lie on both sides; binding response (% of control), % at 10 µM; 220,000 tested, 0.33% active; AID 1415; in the data active = binding response below about 49% or above about 150%; inactive = in between;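 also: fluorescent Galphao activated with aluminum fluoride binding bead-coupled RGS4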
RGS7-Gao: regulators of human RGS7-Galphao interaction. binding response (% of control), % at 10 µM. Multiplexed bead flow cytometry, RGS7-Galphao binding; actives lie on both sides. AID 1439. P09471. 220,000 tested, 0.35% active; in the data active = binding response below about 49% or above about 150%; inconclusive = no clear call, values can overlap the other calls; inactive = in between;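 also: fluorescent Galphao held in activated GDP-AlF4 state binding bead-coupled RGS7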
Mcl1-Bid inh: Mcl-1/Bid interaction inhibition; 220,000 tested, 0.97% active; inhibition, % at 21.7 µM; Q07820; TR-FRET Mcl-1/Bid-Dy647 peptide binding, 1536-well;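 active = compounds that cut the binding signal by more than half at the single screening dose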;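 also: His-tagged Mcl-1 with europium anti-His antibody binding Bid BH3 peptide; 0% = Mcl-1 plus peptide wells and 100% = peptide-only wells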
Avidin fluor: avidin bead compound fluorescence profile; fluorescence (KMESF) at 10 µM; 220,000 tested, 0.38% active; Avidin beads, compound fluorescence 488/530 nm, flow cytometry; hits give high values; AID 1775; in the data active = fluorescence above about 47; also: inactives centre near 10
GSH fluor: compound fluoresces at 488/530 nm on GSH beads | GSH beads flow cytometry, compound fluorescence 488/530 nm; hits give high values | fluorescence (KMESF) at 10 µM | 190,000 tested, 0.25% active | AID 1776; in the data active = fluorescence above about 89;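 also: glutathione beads carrying GST-tagged Bcl family fusion proteins plus one bare bead set; values are compound well signal with DMSO vehicle wells as background; inactives centre near 16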
* marks the source's active call; other numbers are inactive results; ? = inconclusive; . = not tested or not shown; & = joins results of further samples.

entry | Compound | Pf gametocyte | Mcl1-Noxa inh | Bim-Mcl-1 | ABCG2 block | RGS8-Gao reg | ABCB1 inh | RGS4-Gao reg | RGS7-Gao | Mcl1-Bid inh | Avidin fluor | GSH fluor
1 | N=C1C(c2nc3ccccc3s2)=C(O)CN1C1CCCCC1 | -19 | -2 | -5 | 3 | 101 | 0.7 | 96 | 96 | -29 | 12 | 15
2 | CC(C)(C)OC(=O)NNC(=S)NC1CCCCC1 | -6 | 15 | 0 | 8 | 101 | 1.0 | 99 | 110 | -26 | 11 | 13
3 | CCCCCC(O)(CCCCC)C(=O)NNc1ccccc1 | -1 | 1 | 4 | -1 | 104 | 0.5 | 102 | 101 | -37 | 9 | 12
4 | Cn1cnc([N+](=O)[O-])c1Nc1ccc(O)cc1 | . | 38 | -1 | 4 | 99 | -0.5 | 98 | 96 | -11 | 17 | 33
5 | Cc1cccc(Nc2ncnc3c2cnn3Cc2ccccc2)c1 | 5 | 33 | -1 | 4 | 99 | 0.0 | 98 | 96 | 15 | 9 | 15
6 | O=C(O)c1ncc(Cl)c(Cl)c1Cl | 5&6 | -10&22 | . | . | 101&99 | . | 101&96 | ? | -12&-17 | 6&4 | .
7 | Nc1nc2ccc(S(=O)(=O)c3ccc4nc(N)sc4c3)cc2s1 | . | 9 | -2 | 2 | 98 | 0.2 | 97 | 96 | -6 | 36 | 10
8 | CCN(c1ccccc1)S(=O)(=O)c1ccc(OCC(=O)Nc2cc(C)on2)cc1 | . | -2 | 0 | 4 | 105 | 0.5 | 105 | 105 | 3 | 9 | 17
9 | Cn1c(N)c(S(=O)(=O)N2CCN(Cc3ccccc3)CC2)c(=O)n(C)c1=O | 11 | -7 | 1 | 2 | 107 | 0.8 | 107 | 105 | -36 | 17 | 11
10 | COc1ccc(/C=C/C(=O)N(C)Cc2cccs2)cc1S(=O)(=O)N1CCOCC1 | 1 | 5 | -4 | 6 | 101 | 1.0 | 98 | 102 | -14 | 8 | 20
11 | O=C(OCc1nc2ccccc2s1)C1CCN(S(=O)(=O)c2cccs2)CC1 | . | 2 | 0 | 2 | 93 | 0.9 | 98 | 95 | -33 | 15 | 22
12 | O=C(NCC1CCCO1)c1cc2ccccc2oc1=O (centres undefined) | 15 | 3 | -1 | 4 | 102 | 0.5 | 97 | 98 | 7 | 11 | 10
13 | COc1cc(OC)cc(-n2nnnc2SCC(=O)Nc2nc3c(s2)CCCC3)c1 | . | -17 | -5 | 0 | 96 | 0.6 | 96 | 97 | 7 | 6 | 11
14 | Cc1cc(C(=O)OCC(=O)c2c(N)n(C)c(=O)n(C)c2=O)c(C)o1 | . | 0 | 0 | 1 | 103 | 0.1 | 104 | 100 | -9 | 38 | 16
15 | COc1ccc(/C=C2/NC(=O)N(CC(=O)Nc3cccc(C)c3)C2=O)cc1O | 7 | 11 | -1 | 3 | 99 | 1.2 | 102 | 99 | -18 | 15 | 15
16 | C=C(Cl)COC(=O)C1C2C=CC(C2)C1C(=O)O (centres undefined) | -27 | 24 | 0 | 0 | 105 | 0.1 | 102 | 102 | -10 | 19 | 17
17 | C=CCN(C(=O)c1cc(C)cc(C)c1)C1(C(=O)Nc2ccccc2)CCN(C(C)C)CC1 | . | -5 | -1 | 0 | 107 | 0.6 | 101 | 98 | -3 | 24 | 11
18 | Cc1ccc(CNC(=O)[C@H]2C[C@@H]2[C@H](NP(=O)(c2ccccc2)c2ccccc2)c2ccccc2)o1 | -22 | 5 | -2 | 0 | 97 | 1.3 | 99 | 100 | -17 | 10 | 17
19 | C=CCNc1nc2c(c(=O)n(C)c(=O)n2C)n1CC(=C)C | . | 19 | . | . | 103 | . | 102 | ? | -15 | 12 | .
20 | O=C(COC(=O)c1ccc(Br)cc1)NCCc1ccccc1 | 9 | -24 | -1 | 4 | 105 | 1.3 | 109 | 107 | -29 | 11 | 4
21 | COC(=O)CC1C(=O)NCCN1C(=O)Nc1ccccc1 (centres undefined) | 32 | -11 | 2 | -1 | 99 | 0.1 | 98 | 98 | 4 | 9 | 13
22 | CN(CC(=O)Nc1cc([N+](=O)[O-])ccc1Cl)Cc1ccc(Br)cc1 | 1 | -5 | -4 | 23 | 101 | 1.9 | 101 | 95 | -50 | 6 | 12
23 | O=C(/C=C/c1cccc(Cl)c1)NCc1ccccc1 | . | -8 | 5 | 6 | 102 | 0.2 | 101 | 102 | 4 | 12 | 10
24 | COC(=O)c1ccccc1NC(=S)N1CCN(C2CCCCC2)CC1 | -3 | 4 | -3 | 5 | 106 | 0.8 | 104 | ? | -20 | 12 | 16

15 entries from above, with values under each structure:
Value order – Pf gametocyte	Mcl1-Noxa inh	Bim-Mcl-1	ABCG2 block	RGS8-Gao reg	ABCB1 inh	RGS4-Gao reg	RGS7-Gao	Mcl1-Bid inh	Avidin fluor	GSH fluor
(6) O=C(O)c1ncc(Cl)c(Cl)c1Cl
    5&6	-10&22	.	.	101&99	.	101&96	?	-12&-17	6&4	.
(7) Nc1nc2ccc(S(=O)(=O)c3ccc4nc(N)sc4c3)cc2s1
    .	9	-2	2	98	0.2	97	96	-6	36	10
(8) CCN(c1ccccc1)S(=O)(=O)c1ccc(OCC(=O)Nc2cc(C)on2)cc1
    .	-2	0	4	105	0.5	105	105	3	9	17
(9) Cn1c(N)c(S(=O)(=O)N2CCN(Cc3ccccc3)CC2)c(=O)n(C)c1=O
    11	-7	1	2	107	0.8	107	105	-36	17	11
(10) COc1ccc(/C=C/C(=O)N(C)Cc2cccs2)cc1S(=O)(=O)N1CCOCC1
    1	5	-4	6	101	1.0	98	102	-14	8	20
(11) O=C(OCc1nc2ccccc2s1)C1CCN(S(=O)(=O)c2cccs2)CC1
    .	2	0	2	93	0.9	98	95	-33	15	22
(12) O=C(NCC1CCCO1)c1cc2ccccc2oc1=O (centres undefined)
    15	3	-1	4	102	0.5	97	98	7	11	10
(13) COc1cc(OC)cc(-n2nnnc2SCC(=O)Nc2nc3c(s2)CCCC3)c1
    .	-17	-5	0	96	0.6	96	97	7	6	11
(14) Cc1cc(C(=O)OCC(=O)c2c(N)n(C)c(=O)n(C)c2=O)c(C)o1
    .	0	0	1	103	0.1	104	100	-9	38	16
(15) COc1ccc(/C=C2/NC(=O)N(CC(=O)Nc3cccc(C)c3)C2=O)cc1O
    7	11	-1	3	99	1.2	102	99	-18	15	15
(16) C=C(Cl)COC(=O)C1C2C=CC(C2)C1C(=O)O (centres undefined)
    -27	24	0	0	105	0.1	102	102	-10	19	17
(17) C=CCN(C(=O)c1cc(C)cc(C)c1)C1(C(=O)Nc2ccccc2)CCN(C(C)C)CC1
    .	-5	-1	0	107	0.6	101	98	-3	24	11
(18) Cc1ccc(CNC(=O)[C@H]2C[C@@H]2[C@H](NP(=O)(c2ccccc2)c2ccccc2)c2ccccc2)o1
    -22	5	-2	0	97	1.3	99	100	-17	10	17
(19) C=CCNc1nc2c(c(=O)n(C)c(=O)n2C)n1CC(=C)C
    .	19	.	.	103	.	102	?	-15	12	.
(20) O=C(COC(=O)c1ccc(Br)cc1)NCCc1ccccc1
    9	-24	-1	4	105	1.3	109	107	-29	11	4
